PAFAH1B2 FP inh = PAFAH1B2 (human) inhibition | 1.2% of 340,000 active | AID 492953 | recombinant PAFAH1B2, FP-rhodamine activity probe, fluorescence polarization | inhibition, % at 3.39 µM | P68402;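 active means inhibition above the mean of all tested compounds plus 3 SD, cut at about 24% in these data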;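 further: 0% = enzyme with DMSO and 100% = wells lacking PAFAH1B2; many of its hits are not listed in these tables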
PAFAH2 inh = inhibitors of human PAFAH2 | recombinant PAFAH2, FP-rhodamine activity probe, fluorescence polarization | 0.99% of 340,000 active | AID 492956 | inhibition, % at 3.39 µM;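 active means inhibition above the mean over all tested compounds plus 3 SD, cut at about 30% in these data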;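 further: inhibitors block probe labeling of enzyme so polarization drops; 0% = enzyme with DMSO and 100% = wells lacking PAFAH2 protein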
PAD4 inh = blocks human protein arginine deiminase 4; Q9UM07; recombinant PAD4, RCA probe fluorescence polarization; inhibition, % at 6.36 µM; 0.41% of 330,000 active; AID 485272;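 active means percent inhibition above a cutoff equal to the mean of all tested compounds plus 3 SD, cut at about 15% in these data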;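 further: 0% = PAD4 with RCA probe and DMSO and 100% = probe without PAD4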
LYPLA1 inh = blocks human lysophospholipase 1, a PME1 counter-screen; recombinant LYPLA1, FP-Rh probe fluorescence polarization; inhibition, % at 5.9 µM; 0.16% of 320,000 active; O75608; AID 2174;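 active means inhibition above the mean of all tested compounds plus 3 SD, set per campaign, cut at about 14% in these data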;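 further: inhibitors block serine hydrolase probe labeling of LYPLA1 so polarization falls; 0% = enzyme with DMSO and 100% = wells lacking LYPLA1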
Target sequence (O75608 whole entry, looked up): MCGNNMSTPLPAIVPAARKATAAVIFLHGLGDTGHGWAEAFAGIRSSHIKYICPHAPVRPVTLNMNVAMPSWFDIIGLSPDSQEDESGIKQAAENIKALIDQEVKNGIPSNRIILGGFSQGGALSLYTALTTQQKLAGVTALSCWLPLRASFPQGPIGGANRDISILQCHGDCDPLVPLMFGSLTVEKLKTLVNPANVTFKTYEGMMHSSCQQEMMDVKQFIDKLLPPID
GSTO1 inh = GSTO1 inhibition, counter-screen for RBBP9 inhibitors. inhibition, % at 5.96 µM. 1.1% of 300,000 active. recombinant GSTO1, activity-based probe fluorescence polarization. P78417. AID 1974;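 active means inhibition above the campaign mean inhibition plus 3 SD, cut at about 35% in these data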;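 further: 0% = GSTO1-1 with DMSO and 100% = wells lacking GSTO1-1 enzyme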
PAFAH1B3 inh = PAFAH1B3 (human) inhibition; inhibition, % at 3.39 µM; 0.28% of 340,000 active; AID 492972; recombinant PAFAH1B3, FP-rhodamine probe, fluorescence polarization;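 active means inhibition above the screen-wide average of all tested compounds plus 3 SD, cut at about 25% in these data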;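 further: 0% = enzyme with DMSO only and 100% = wells lacking PAFAH1B3 protein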
LYPLA2 inh = blocks human lysophospholipase 2, a PME1 counter-screen. 0.38% of 320,000 active. O95372. AID 2177. recombinant LYPLA2, FP-Rh probe fluorescence polarization. inhibition, % at 5.9 µM;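 active means inhibition above the screen-wide mean plus 3 SD, limit set per campaign, cut at about 26% in these data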;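 further: 0% = LYPLA2 with DMSO and 100% = wells lacking LYPLA2 enzyme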
Target sequence (O95372 whole entry, looked up): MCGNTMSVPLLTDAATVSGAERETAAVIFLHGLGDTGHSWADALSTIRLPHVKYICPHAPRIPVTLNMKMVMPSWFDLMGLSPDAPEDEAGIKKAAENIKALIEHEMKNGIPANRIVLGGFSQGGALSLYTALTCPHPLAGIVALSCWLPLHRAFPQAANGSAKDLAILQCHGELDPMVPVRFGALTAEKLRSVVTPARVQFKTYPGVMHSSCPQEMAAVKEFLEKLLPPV
PREPL inh = human PREPL enzyme inhibition; Q4J6C6; recombinant PREPL, fluorescence polarization activity-based probe; inhibition, % at 5.96 µM; 0.68% of 320,000 active; AID 2751; in the data active means inhibition above about 43%;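 further: 0% = enzyme with DMSO and 100% = wells lacking enzyme; many of its hits are not listed in these tables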
pPAFAH inh = pPAFAH (human) enzyme inhibition. recombinant pPAFAH, FP-rhodamine probe fluorescence polarization. inhibition, % at 3.39 µM. 1.5% of 330,000 active. AID 463082;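 active means inhibition above the mean inhibition across the screen plus 3 SD, cut at about 25% in these data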;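 further: inhibitors block binding of the rhodamine activity-based probe so polarization drops; 0% = enzyme with DMSO and 100% = wells lacking pPAFAH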
Target sequence (Q13093 whole entry, looked up): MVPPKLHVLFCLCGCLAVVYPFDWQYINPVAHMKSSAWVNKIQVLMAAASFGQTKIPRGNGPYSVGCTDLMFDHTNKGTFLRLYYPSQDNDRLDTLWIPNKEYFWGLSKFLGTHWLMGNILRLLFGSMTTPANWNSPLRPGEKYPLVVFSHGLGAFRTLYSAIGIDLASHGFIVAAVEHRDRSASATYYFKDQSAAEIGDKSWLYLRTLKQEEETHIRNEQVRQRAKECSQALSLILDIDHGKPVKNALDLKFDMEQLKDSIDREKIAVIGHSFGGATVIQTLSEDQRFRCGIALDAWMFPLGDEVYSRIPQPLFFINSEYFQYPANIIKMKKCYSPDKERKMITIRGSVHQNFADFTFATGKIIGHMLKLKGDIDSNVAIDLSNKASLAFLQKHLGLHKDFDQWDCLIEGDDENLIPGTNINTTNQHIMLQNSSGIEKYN
Active calls of the source: *; · = not tested or not shown. This is a subset; rates above refer to the full screens.

Below each SMILES – PAFAH1B2 FP inh	PAFAH2 inh	PAD4 inh	LYPLA1 inh	GSTO1 inh	PAFAH1B3 inh	LYPLA2 inh	PREPL inh	pPAFAH inh
1	Cc1c(Cl)c(=O)oc2cc(OCC(=O)N3CCCC(C)C3)ccc12 (centres undefined)
  14	11	0	·	·	17	·	12	2
2	Cc1cc(C(=O)COC(=O)c2cnccn2)c(C)n1-c1ccc(Br)cc1
  10	2	-4	·	·	11	·	-2	-2
3	CCc1ccc(NC(=O)CSC2=C(C#N)C(c3ccco3)C3=C(CCCC3=O)N2)cc1 (centres undefined)
  1	-6	3	0	2	9	-2	13	1
4	CC(=O)NS(=O)(=O)c1ccc(Nc2ccc([N+](=O)[O-])c3nonc23)cc1
  -2	-18	-3	1	-2	0	9	1	1
5	CC(=O)OCCCN1c2ccccc2Nc2nnc(-c3ccccc3)cc21
  7	4	4	-2	-12	0	-11	-7	-14
6	Cc1ccc(-c2ccc(=O)n(CCC(=O)NCCN3CCCCC3C)n2)cc1 (centres undefined)
  2	-8	-2	-2	1	7	5	20	4
7	CCOC(=O)c1ccc(S(=O)(=O)N2CCN(C(=O)c3ccccn3)CC2)cc1
  0	-2	-1	·	·	7	·	11	1
8	CC(=O)N1c2ccc(S(=O)(=O)NCCC(=O)N3CCCC(C)C3)cc2CC1C (centres undefined)
  2	7	1	3	-6	6	6	5	5
9	C#CCOCCOCCOCCNc1nc(N2CCN(C(=O)C([C@@H](C)CC)n3cc(C(N)Cc4ccc(O)cc4)nn3)CC2)nc(N2CCN(C(=O)[C@H](CCC(=O)O)n3cc(C(N)CO)nn3)CC2)n1 (some centres undefined)
  8	-3	-2	-1	3	13	-3	5	4
10	C1CN(c2nc(N3CCOCC3)nc(N3CCOCC3)n2)CCO1
  ·	·	-5	-1	-5	·	-7	10	-4
11	Cc1cc(C)nc(Nc2n[nH]c(COc3ccc4ccccc4c3)n2)n1
  2	-6	3	0	7	-4	3	15	1
12	O=c1c(Cc2ccccc2)c(O)c2cccc3c4c(n1c23)CCCC4
  12	20	-8	0	-9	7	3	-12	15
13	Cn1cc(CN2CCC(C(=O)N3CCCC3)CC2)c(-c2ccccc2F)n1
  2	6	0	2	2	2	-5	-2	4
14	Cn1cc(S(=O)(=O)N2CCc3ccccc32)cc1C(=O)Nc1ccc(Cl)cc1
  0	-9	0	-34	7	-6	-74	-76	2
15	CSc1c(CC(=O)Nc2ccccc2Cl)n(Cc2ccccc2)c2ccccc12
  -7	-1	-10	0	3	5	-3	13	2
16	O=C(NN1CCOCC1)c1ccc(Br)cc1
  3	1	4	1	-1	8	-1	4	6
17	Cc1cc(NC(=O)c2cc(-c3ccccn3)nc3c(Cl)cccc23)no1
  2	-10	-2	-1	-1	-3	2	2	3
18	COC(=O)CSc1nnnn1-c1ccccc1
  3	-4	1	4	9	6	5	7	5
19	CC[N+]1(CC)CC2=Cc3ccccc3CC2C1 (centres undefined)
  -3	-5	-4	2	-7	8	-6	0	0
20	OCc1nc2nc(Cl)c(Cl)nc2[nH]1
  1	-12	-6	-1	-9	4	3	1	8
21	COc1ccc(-c2nc3c(c(=O)n(C)c(=O)n3C)n2CC2CC(c3ccccc3)=NO2)cc1OC (centres undefined)
  1	1	-6	0	6	7	3	9	2
22	COCCn1c(SCC(=O)N2CCc3ccccc32)nc2c(c1=O)SC(C)C2 (centres undefined)
  2	9	0	-1	1	-4	-6	24	-5
23	CN(Cc1c(F)cccc1Cl)C(=O)c1ccc(NS(=O)(=O)c2ccc3[nH]c(=O)[nH]c3c2)cc1
  4	4	-3	0	-116	-2	1	20	1
24	CCSC1=C(C#N)C(c2ccc(OC)c(OC)c2)CC(=O)N1 (centres undefined)
  0	0	-2	0	1	4	-2	9	0
25	C=CCc1ccccc1OCC(O)CNC(C)C (centres undefined)
  0	4	-4	0	1	6	4	35	2
26	COc1ccc(C2NC(=O)C(C#N)=C(S)N2c2ccc(C)cc2)cc1OC (centres undefined)
  10	0	-6	6	10	-9	1	8	1
27	CC(Sc1nnnn1-c1cccc(F)c1)C(=O)NC1CCCC1 (centres undefined)
  5	6	-2	1	·	10	2	9	-2
28	C=CC[C@@H]1C=C[C@H](O/N=C/c2ccc(C(=O)N3[C@H](c4ccc(C)cc4)[C@@H](C)CC[C@H]3C(=O)OC)cc2)[C@@H](CO)O1
  ·	·	-1	0	-2	·	1	4	11
29	CCn1nnnc1SCC(=O)Nc1ccc(F)cc1
  4	10	2	-2	3	4	0	7	0
30	O=C(Cn1cc(C(F)(F)F)ccc1=O)N1CCc2ccccc2C1
  1	-3	1	1	·	-2	-1	-2	2
31	Cc1ccc(-c2ccccc2NC(=O)CS(=O)CC(=O)Nc2ccc(C)c(Cl)c2)o1 (centres undefined)
  22	3	113*	46*	28	4	59*	60*	85*
32	Cc1cc(C)cc(SCc2noc(C(=O)NCC3CCCO3)c2C(=O)O)c1 (centres undefined)
  7	36*	1	-2	-14	9	-4	-3	0
33	NC(=O)COc1c(-c2ccco2)oc2ccccc2c1=O
  4	-6	-2	0	13	7	4	6	2
34	COc1ccc(COC(=O)NNC(=O)c2ccc(OC)cc2)cc1
  12	1	-5	-6	4	8	-2	9	11
35	CC(C)CCN(CCC(C)C)C(=O)Cc1c(O)c2ccccc2[nH]c1=O
  14	4	-8	0	1	7	-2	12	-1
36	CNC(=O)c1csc(-c2ccncc2)n1
  4	2	-1	3	2	12	3	4	1
37	CCOc1ccc2[nH]c3c(N4CCC5(CC4)OCCO5)ncnc3c2c1
  ·	·	-4	6	0	·	6	18	12
38	O=C(O)c1ccc(-n2nnnc2SCc2ccccc2)cc1
  10	7	-3	-1	6	7	4	3	0
39	CC(C)(C)c1ccc(OCC(=O)N/N=C/c2ccc(N3CCOCC3)cc2)cc1
  7	5	-8	4	-5	-2	6	65*	21
40	CCc1ccc(-c2cc(C)no2)cc1S(=O)(=O)N1CCN(C(=O)c2ccco2)CC1
  -2	5	-4	-5	-4	8	-2	-7	-5
41	COc1cc(C(=O)Nc2ccc3c(c2)OCCO3)ccc1-n1cnnn1
  1	3	-2	1	2	8	4	12	2
42	CCCCC(=O)NC(c1ccc(C(C)C)cc1)c1ccc2cccnc2c1O (centres undefined)
  1	0	-1	-2	-4	2	0	3	20
43	Cc1cc(C(=O)Cn2cc(C(F)(F)F)ccc2=O)c(C)n1-c1ccccc1
  -3	2	2	-2	4	6	11	-6	2
44	COc1ccc(CNCc2ccc(C)cc2)c(OC)c1
  2	2	-4	-1	0	3	-5	3	-2
45	CN=C1N(C)C[C@@H]2[C@@H]3C(=O)N(C)C(=O)[C@@H]3[C@](C)(C(=O)OC)N12
  5	-9	-3	·	·	10	·	·	-12
46	Cc1ccc(NC(=O)c2ncn(CC(=O)NCc3ccc4[nH]ccc4c3)n2)cc1C
  -1	8	-1	·	·	4	·	·	2
47	c1ccc2c(CN3CCOCC3)c3ccccc3c(CN3CCOCC3)c2c1
  3	1	-3	1	3	4	5	0	4
48	C=CC[C@@H](CC(=O)N[C@H](CO)Cc1ccccc1)C(=O)N[C@@H](COC(=O)[C@@H](CC=C)CC(=O)OC(C)(C)C)Cc1ccccc1
  5	2	3	·	·	2	·	8	4
49	CC(C)OCCCNC(=O)COCC(=O)Nc1ccc(OCCc2ccccc2)cc1
  9	-3	2	-2	-3	5	0	-2	18
50	O=C(CCCCCn1c(=S)[nH]c2ccc(N3CCOCC3)cc2c1=O)NCc1cccc(Cl)c1
  -2	0	-5	-4	15	4	0	27	23
51	O=C(CN1CCOCC1)NCCNC(=O)CN1CCOCC1
  7	-7	4	4	3	2	6	4	0
52	CCN1C(=NCC(C)C)N[C@@H](c2cccc(C(F)(F)F)c2)C(C(=O)OC)=C1C
  7	-4	3	-2	2	0	-4	34	4
53	COCCCNC(=O)C(=O)Nc1cc2c3c(c1)CCC(=O)N3CCC2
  -1	1	-2	-6	-4	3	-12	9	-1
54	O=C(Nc1ccc(Br)cc1)c1ccc(CSC2=NCCS2)cc1
  0	-2	-1	0	-7	-2	-2	-3	4
55	O=C(Nc1cccnc1)c1ccc(S(=O)(=O)c2ccc(Cl)cc2)cc1
  27*	-6	-3	-5	-2	4	1	-10	6
56	Nc1cccc2c1C(=O)N(Cc1nnc(-c3ccccc3Br)o1)C2=O
  -1	6	-4	-1	6	9	3	-10	4
57	CCOc1ccc(NC(=O)COc2ccc(OC)cc2)cc1
  1	-7	1	1	9	2	1	3	-2
58	CSc1ccc(C(=O)c2[nH]c(=O)[nH]c2C)cc1
  2	-7	1	-2	4	3	-1	-2	3
59	COc1ccccc1N1CCN(C(=O)C(C)CS(=O)(=O)c2ccc3c(c2)NC(=O)CS3)CC1 (centres undefined)
  2	-8	-3	-4	1	5	-7	0	4
60	Cc1ccc(S(=O)(=O)NCC(C)NC(=O)CN2CCOCC2)cc1 (centres undefined)
  0	-1	1	-3	-7	8	-5	0	5

Additional entries.
Below each SMILES – PAFAH1B2 FP inh	PAFAH2 inh	PAD4 inh	LYPLA1 inh	GSTO1 inh	PAFAH1B3 inh	LYPLA2 inh	PREPL inh	pPAFAH inh
61	CCOc1ccc(-n2ccc(=O)c(C(=O)Nc3ccc(S(=O)(=O)Nc4ncccn4)cc3)n2)cc1
  4	3	1	1	-5	5	-4	-1	5
62	O=C(O)CC1NC(=O)N(c2ccc(Cl)cc2)C1=O (centres undefined)
  -4	1	-13	1	1	4	-7	0	-5
63	COc1ccc(-c2cc(C(=O)N3CCN(c4ncccn4)CC3)c3ccccc3n2)cc1
  5	2	1	-3	·	6	2	9	-3
64	CN1C(=O)C(O)(C2OC(C)(C)CCC2=O)c2ccccc21 (centres undefined)
  3	1	0	4	-34	6	8	0	4
65	CN(CC(=O)NNC(=O)CCNS(=O)(=O)c1ccccc1)S(=O)(=O)c1ccc(Cl)cc1
  5	-1	3	-1	1	6	6	9	0
66	Cc1cccn2c(=O)c(/C=C(\C#N)S(=O)(=O)c3ccccc3)c(N3CCN(C)CC3)nc12
  5	27	4	0	-12	0	5	3	4
67	CCOC(=O)N1CCC(NC(=O)C2CCCN(Cc3nc(-c4cccc(Cl)c4)oc3C)C2)CC1 (centres undefined)
  0	1	0	0	-1	-2	4	26	8
68	Cn1cc(C(=O)NCN2CCCCC2)c2ccccc21
  2	1	4	-1	1	-3	5	6	5
69	NNC(=O)c1cccc(COCC(F)(F)C(F)F)c1
  0	-4	-1	-2	-3	10	2	10	8
70	CCOC(=O)c1c(C)[nH]c(C)c1C(=O)COC(=O)/C=C/c1cccc(Cl)c1
  3	2	-5	-9	29	-6	-1	4	4
71	O=C(O)/C(=C\c1c(C(=O)O)[nH]c2cc(Cl)cc(Cl)c12)c1ccccc1
  19	8	2	2	8	6	-3	-7	-4
72	CCCC[C@@H]1CNC(=O)C(=O)N1CC(C)(C)C
  8	4	6	-2	0	4	-2	1	4
73	CCOC(=O)C1CCN(C(=O)c2cc(S(=O)(=O)N3CCOCC3)ccc2C)CC1
  7	2	0	0	·	1	12	2	5
74	O=C(/C=C/c1cccc(Cl)c1)NCc1cccs1
  4	0	5	-1	-3	7	2	-9	-5
75	Cc1c(C(=O)c2cccc(F)c2)c2ccccn2c1CCC#N
  7	4	2	-3	10	9	4	-5	5
76	CN1C(=O)C2(OCC(C)([N+](=O)[O-])CO2)c2ccccc21 (centres undefined)
  -2	7	9	2	0	8	2	5	3
77	CCOc1cc(NC(=S)NCC2CCCO2)c(OCC)cc1NC(=O)c1cccc(F)c1 (centres undefined)
  0	4	1	1	3	6	0	6	8
78	CSc1nc(=S)n(-c2ccccc2)c(C)c1C(C)=O
  3	-8	1	3	6	2	6	5	5

Assay outcomes: PubChem BioAssay, The Scripps Research Institute Molecular Screening Center
